Screening data: PubChem BioAssay, several laboratories
SV40 large T antigen – SV40 large T antigen inhibitors, biochemical (AID 1903) | inhibition, % at 20 µM, or IC50 in µM where a hit was titrated | SV40 large T antigen ATPase/helicase inhibition assay; higher % means a stronger effect | actives 0.39% (n = 310,000); in the data active = a potency from the dose series; inconclusive = inhibition mostly from about 32% at the one dose, without a potency; inactive = the rest, 99 in 100 with inhibition below about 32%; note: strong numbers were not always called active
Dengue-2 NS5 capping – Dengue-2 NS5 methyltransferase inhibitors, primary screen, biochemical, confirmation dose response (AID 588689); Dengue-2 NS5 methyltransferase capping enzyme assay, biochemical; higher % means a stronger effect; inhibition, % at 25 µM; hits with a dose series show IC50 in µM; actives 0.3% (n = 340,000); in the data active = a potency from the dose series; inconclusive = inhibition above about 29% without an active follow-up result
Yfh1-depleted yeast – mitochondrial function rescue without frataxin homolog – Friedreich's ataxia, plus single-dose screen, dose response (AID 1465); S. cerevisiae Yfh1-off respiration, WST-1 reduction, 72 h; higher fold induction means a stronger effect; fold induction at 50 µM, or EC50 in µM where a hit was titrated; actives 0.074% (n = 220,000);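 active = fold induction of absorbance versus untreated yeast above a set limit, then at least 30% activation at any dose in follow-up; inconclusive = repeats straddling the limit, or above it without dose testing; inactive = fold induction below the set limit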;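 note: activators that raise dye reduction in frataxin-depleted yeast; strong numbers were not always called active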
K1F lysis inhibition – inhibition of K1F phage lysis, E. coli UTI89, bacterial capsule biogenesis inhibitors, alamar blue (AID 488966). actives 0.02% (n = 340,000). E. coli UTI89 K1F phage lysis, alamar blue, 2 h; higher % means a stronger effect. inhibition, % at 100 µM, or IC50 in µM where a hit was titrated;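 active = phage lysis inhibition, versus mean bacterial control, above a set limit; inconclusive = no clear call, values can overlap the other calls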;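 note: capsule biogenesis inhibitors block K1F phage lysis so surviving cells raise fluorescence; higher fluorescence means more inhibition of phage lysis; actives were called in the ten point dose series up to 300 µM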
WT yeast gro inh – growth inhibition of WT yeast, mitochondrial fusion screen | mitochondrial fusion phenotypic screen, WT strain | inhibition, % at 10 µM | actives 2.1% (n = 190,000) | AID 1362; in the data active = inhibition above about 58%; tested in S. cerevisiae
West Nile virus CPE – West Nile virus antiviral activity, cell-based, CPE readout (AID 1621); West Nile virus-infected cells, CPE inhibition; higher % means a stronger effect; CPE inhibition, % at 10 µM; hits with a dose series show IC50 in µM; actives 0.02% (n = 290,000); in the data active = a potency from the dose series; inconclusive = CPE inhibition mostly from about 3.7% at the one dose, without a potency; inactive = the rest, 99 in 100 with CPE inhibition below about 2.2%; note: strong numbers were not always called active
XIAP antagonists – XIAP antagonists, biochemical, IAP family, fluorescence polarization (AID 1018). XIAP BIR domain, fluorescence polarization peptide displacement; higher % means a stronger effect. displacement, % at 20 µM, or IC50 in µM where a hit was titrated. actives 0.007% (n = 200,000); in the data active = displacement above about 50%; note: a part of the inactive calls stands beside numbers as strong as those of hits
RSV antiviral HEp-2 – RSV antiviral activity via CPE protection, HEp-2 cells, primary 10 µM value included (AID 2391); HEp-2 cells, RSV-induced CPE inhibition; higher % means a stronger effect; CPE inhibition, % at 10 µM; hits with a dose series show IC50 in µM; actives 0.13% (n = 310,000); in the data active = a potency from the dose series; inconclusive = CPE inhibition mostly from about 23% at the one dose, without a potency; inactive = the rest, 99 in 100 with CPE inhibition below about 21%; note: strong numbers were not always called active
ER stress rescue – protection against thapsigargin-triggered cell killing – 384-well, CSM14.1, ATP luminescence, primary screen (AID 1222) | 190,000 tested, under 10 active | CSM14.1 thapsigargin-induced death rescue, ATP luminescence; higher % means a stronger effect | cellular ATP content (survival), % at 20 µM, or EC50 in µM where a hit was titrated;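 active = EC50 below 50 µM in the dose-response confirmation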;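 note: death triggered by thapsigargin at about 15 µM added after 2 h compound pretreatment; cell ATP read after overnight thapsigargin exposure of roughly 18 to 22 hours; normalized against plate controls of thapsigargin alone and 5% DMSO vehicle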
WT yeast gro inh mutant strain – also measured in WT yeast gro inh; calls as there; inhibition, %; mitochondrial fusion phenotypic screen, mutant strain inhibition
Dengue-2 NS5 capping pilot replicate – second read-out of Dengue-2 NS5 capping, no call of its own (marks repeat the call); inhibition, %; measured here: pilot screen replicate inhibition
* marks the source's active call; other numbers are inactive results; i = inactive; ? = inconclusive; / = no result given; [ ] = another dose, or the depositor's remark.

SMILES | SV40 large T antigen | Dengue-2 NS5 capping | Yfh1-depleted yeast | K1F lysis inhibition | WT yeast gro inh | WT yeast gro inh mutant strain | West Nile virus CPE | XIAP antagonists | RSV antiviral HEp-2 | ER stress rescue | others
O=C(NC1CCCc2c1cnn2-c1ccccc1F)c1ccccn1 (stereo not drawn) | 1% | -4% | / | 1.3% | / | / | -0.8% | / | ? | /
CCOc1ccc(NS(=O)(=O)c2c(C)nc3sc(CC)nn3c2=O)cc1 | / | -1% | / | 1.3% | / | / | -1.3% | / | 0.9% | /
CN1CCc2c(sc3nc(NN)n(Cc4ccccc4)c(=O)c23)C1 | 17% | -23% | i | 0.8% | / | / | -0.1% | / | 0.0% | /
COc1ccc(N2CCN(c3oc(COc4ccccc4)nc3C#N)CC2)cc1 | 7% | -1% | i | 6.9% | 8 | -16 | -0.8% | -18% | 12% | 1.4%
COc1ccccc1CNC(=O)c1ccc2c(=O)n(CC3CCCO3)c(=S)[nH]c2c1 (stereo not drawn) | 10% | -10% | / | -0.1% | / | / | 0.5% | / | 0.6% | /
COc1ccc(CCN2CCCC(CN(C)C(=O)c3ccoc3)C2)cc1 (stereo not drawn) | 5% | 3% | / | 0.2% | / | / | 0.0% | / | -0.3% | /
O=C1NCCCC1C(=O)N1CCCCC1 (stereo not drawn) | -6% | -5% | i | 0.1% | 9 | 17 | 0.2% | -3.7% | 1.3% | -0.1%
Cc1ccc(NS(=O)(=O)c2cc(-c3n[nH]c(=O)c4ccccc34)ccc2C)cc1 | 10% | -1% | i | i | 15 | 1 | -0.5% | -8.0% | 2.4% | -2.8%
O=C(CNCc1ccccc1)NCCCN1CCCC1=O | 23% | 2% | / | 0.0% | / | / | -0.6% | / | 0.7% | /
COc1ccc(NC(=O)CN2CCOCC2)cc1 | -1% | 1% | i | -0.1% | -3 | -10 | -0.1% | -17% | 1.7% | -1.9%
Cc1c(Cc2ccccc2)c(NCCCO)n2c(nc3ccccc32)c1C#N | 6% | / | i | / | / | / | 0.4% | / | 11% | /
COc1cc(CCCN2C(N)=NC[C@@H]2Cc2ccc(O)cc2)cc(OC)c1OC | 26% | -2% | i | 3.0% | / | / | 0.2% | / | -0.6% | /
COc1cc2ncnc(NCc3ccccc3C)c2cc1OC | 6% | -12% | i | 0.0% | 20 | 29 | 0.4% | 0.7% | 2.5% | -2.7%
CC(C)CN1C(=O)C(=O)N(CC(=O)c2ccc3c(c2)OCO3)C1=O | 4% | -1% | / | 1.2%[50 µM] | / | / | / | / | -1.4% | /
CCC(COC)NC(=O)CCc1nnc(Cc2c[nH]c3ccccc23)o1 (stereo not drawn) | -2% | -1% | / | -0.3% | / | / | 0.1% | / | 0.4% | / | Dengue-2 NS5 capping pilot replicate=0.9
CC1=CC(C)(C)N(S(=O)(=O)c2ccc(F)cc2)c2ccc(C)cc21 | 6% | 0% | i | 0.0% | 81* | 40* | 1.4% | -1.5% | 6.9% | -2.6%
Cc1cc(=O)oc2cc(OCc3nnc(-c4ccccc4Br)o3)ccc12 | 15% | 6% | / | 0.8% | 16 | 8 | -0.7% | -2.7% | 4.8% | 0.7%
CN(CCC(=O)c1ccccc1)CCC(=O)c1ccccc1 | 0% | -9% | / | 1.4%[50 µM] | / | / | 0.6% | / | 0.6% | /
CC(=O)/C(=N/Nc1ccc(Br)cc1)N1CCCc2ccccc21 | 17% | -2% | i | -0.2% | / | / | -0.4% | / | 94% | /
COCc1[nH]nc2c1C(c1ccnc3ccccc13)C(C#N)=C(N)O2 (stereo not drawn) | 23% | -4% | i | 1.4% | 1 | -9 | 0.8% | -4.1% | 0.2% | -1.2%
CC(=O)c1c(C)nc(-c2ccc(Cl)cc2)nc1NC(=O)C(C)C | -4% | -5% | i | -5.8% | 7 | 13 | -1.0% | -18% | 0.7% | /
Cc1ccc(-c2nc(N/N=C/c3ccncc3)c3ccccc3n2)cc1 | 1% | 3% | i | 7.4% | 47 | 43 | -0.1% | -23% | -2.0% | -6.1%
CSc1nc(N)nc(SCC(=O)C23CC4CC(CC(C4)C2)C3)c1C#N | 2% | -3% | i | 3.0% | 3 | -7 | ? | -0.8% | -2.5% | -1.7%
CCc1c(C#N)c(SCc2c(C)noc2C)nc2c1C(=O)CC(C)(C)C2 | -21% | -1% | i | 0.1% | 15 | 2 | -0.8% | -14% | 12% | -3.8%
CCc1ccc(-c2csc3ncn(CC(=O)N4CCOCC4)c(=O)c23)cc1 | 4% | -11% | i | 2.7% | 7 | 13 | 0.2% | -2.8% | 0.9% | -0.1%
COc1ccc(NC(=O)CN2C(=O)NC3(CC(C)CC(C)(C)C3)C2=O)cc1S(=O)(=O)N1CCCCC1 (stereo not drawn) | 10% | -1% | / | 0.8%[50 µM] | / | / | / | / | 0.8% | /
COc1cc(NC(=O)c2ccccc2)c(OC)cc1NC(=O)Cc1ccccc1 | 15% | 0% | / | 0.7% | / | / | 0.0% | / | -0.6% | /
CCOC(=O)Cn1nc(C)c2c1CCCC2=O | 9% | -7% | i | 1.0% | 23 | -6 | -0.1% | -24% | 2.8% | -0.5%
CCn1cc(C(=O)Nc2sc(C)c(C)c2C(=O)OC)cn1 | 7% | 1% | i | 2.5%[50 µM] | 10 | -7 | -0.3% | 0.1% | 3.8% | -0.3%
CCOC(=O)c1sc(=S)n(-c2ccc(Cl)cc2)c1SC | 20% | 0% | i | 4.6% | -9 | -4 | 0.4% | -5.2% | 0.2% | 3.2%
Cc1ccc(CSC2=NCCN2C(=O)c2ccc([N+](=O)[O-])cc2)cc1 | 30% | -1% | i | -2.3% | 11 | 22 | -0.8% | -4.4% | -1.8% | /
Cc1nc2ccc(C(=O)N3c4ccccc4CC3C)cc2s1 (stereo not drawn) | 10% | 4% | i | -0.5% | -8 | 10 | -1.5% | -4.0% | -2.4% | -1.0%
Cc1ccc(-c2noc(CCC(=O)NC3CCN(Cc4ccccc4)CC3)n2)cc1 | 13% | 1% | i | 0.8% | -2 | 11 | -0.4% | -4.5% | / | 2.0%
COc1ccc(S(=O)(=O)N2CCOC23CCN(S(=O)(=O)c2ccc(F)cc2)CC3)cc1 | 25% | -2% | / | 0.1%[50 µM] | / | / | / | / | 3.5% | /
N#C/C(=C\c1ccc(OCC(N)=O)cc1)c1ccccc1 | 3% | -7% | i | -0.4% | 16 | 8 | -0.1% | -7.7% | 57% | -1.3%
O=C(c1ccccc1Br)N1CCC(c2nc3ccccc3s2)CC1 | 4% | 3% | i | 1.2% | 11 | 9 | -1.0% | -5.5% | 5.9% | 2.6%
N#Cc1ncc(C(F)(F)F)cc1Sc1ccccc1N | 2% | 2% | i | 0.1% | 11 | 4 | -0.1% | -2.0% | 2.5% | -2.4%
CN1CCN(C(=O)c2cnn(-c3ccccc3)c2NC(=O)c2ccc([N+](=O)[O-])cc2)CC1 | 6% | -2% | / | 0.7% | / | / | 0.1% | / | 0.7% | /
COc1cccc(/C=N/NC(=O)Cn2nc([N+](=O)[O-])cc2C)c1 | 7% | 1% | i | 0.4% | / | / | 1.0% | / | / | /
O=Cc1c(F)cccc1N1CCCC1 | 10% | -7% | i | 0.1% | 1 | 0 | 0.3% | -0.4% | 0.8% | 0.4%

Reprinted from the part before: 4 compounds, then new ones.
SMILES | SV40 large T antigen | Dengue-2 NS5 capping | Yfh1-depleted yeast | K1F lysis inhibition | WT yeast gro inh | WT yeast gro inh mutant strain | West Nile virus CPE | XIAP antagonists | RSV antiviral HEp-2 | ER stress rescue | others
N#Cc1ncc(C(F)(F)F)cc1Sc1ccccc1N | 2% | 2% | i | 0.1% | 11 | 4 | -0.1% | -2.0% | 2.5% | -2.4%
CN1CCN(C(=O)c2cnn(-c3ccccc3)c2NC(=O)c2ccc([N+](=O)[O-])cc2)CC1 | 6% | -2% | / | 0.7% | / | / | 0.1% | / | 0.7% | /
COc1cccc(/C=N/NC(=O)Cn2nc([N+](=O)[O-])cc2C)c1 | 7% | 1% | i | 0.4% | / | / | 1.0% | / | / | /
O=Cc1c(F)cccc1N1CCCC1 | 10% | -7% | i | 0.1% | 1 | 0 | 0.3% | -0.4% | 0.8% | 0.4%
C/C(=N/NC(=O)CNc1ccc(C)cc1)c1ccc(Br)s1 | 3% | -5% | i | 0.2% | 17 | 27 | -0.2% | -7.8% | 5.0% | -1.3%
CC(=O)CCC(=O)N1CCCC(CNC(=O)c2ccc(-c3ccccc3)cc2)C1 (stereo not drawn) | 17% | 2% | i | -0.2% | -24 | 4 | -1.4% | -5.9% | 3.7% | -2.5%
CC(C#N)(NC(=O)COC(=O)c1ccccc1NCCO)C1CC1 (stereo not drawn) | 13% | -1% | / | 1.0%[50 µM] | / | / | / | / | -2.9% | /
Cc1ccc(NC(=S)NCCc2ccc(S(N)(=O)=O)cc2)cc1C | 0% | -4% | i | 0.7% | -5 | -7 | 0.9% | 4.0% | 1.9% | 1.0%
O=C(COC(=O)c1ccccc1Br)Nc1ccc(F)cc1 | 0% | -13% | i | 0.1% | 16 | 12 | 0.0% | -1.3% | 1.3% | -1.0%
COc1ccc2c(c1)C=C(C(=O)OCc1cccnc1)CO2 | -10% | -10% | i | 4.2% | 3 | 17 | -0.5% | -7.1% | 0.7% | -0.8%
COc1cc(C(=O)NCCC(=O)N2CCN(C)CC2)cc(OC)c1OC | 7% | -1% | i | -0.2% | -12 | -15 | 0.3% | -4.4% | -0.9% | -1.2%
COc1ccc2nc(NC(=O)C3CC(=O)N(c4ccccc4)C3)sc2c1 (stereo not drawn) | 6% | 0% | / | 0.4% | / | / | 0.4% | / | 2.2% | /
CS(=O)(=O)N(CC(=O)NCc1ccco1)c1ccc(Cl)cc1Cl | 1% | -4% | i | -0.6% | -14 | -14 | -0.3% | -9.4% | -1.1% | -1.2%
COC(=O)CN(Cc1ccccc1)S(=O)(=O)c1ccc(OC)c(OC)c1 | 7% | -5% | i | 2.8% | 3 | -18 | 0.7% | 1.2% | 1.3% | -0.1%
N#CCSc1nc2ccccc2c2nc3ccccc3n12 | 8% | 8% | i | 2.3%[50 µM] | 32 | 11 | ? | -15% | 9.8µM* | -2.3%
CCNC(=O)CN(C1CCCCC1)S(C)(=O)=O | 10% | -6% | i | -2.2% | 0 | 15 | 0.3% | -4.9% | 1.2% | 0.1%
FC(F)(F)c1nc2ccccc2n2c(-c3ccc(Cl)cc3Cl)nnc12 | 14% | -10% | i | 0.1% | 4 | 0 | 2.0% | -1.7% | 0.7% | -3.5%
CN1CCN(c2ccc(NC(=S)NC(=O)/C=C/c3ccco3)cc2)CC1 | 19% | -5% | / | 0.4% | / | / | ? | / | -3.0% | /
CC1(C)CC(N2CCN(c3ccccc3)CC2)=CC(=[N+]2CCCC2)C1 | 19% | -1% | i | 3.4% | 6 | -7 | ? | 0.1% | -0.5% | -0.5%
